# PPARg SRC-1 ag: PPARgamma agonists recruiting SRC-1 coactivator, primary screen, biochemical; Peroxisome proliferator-activated receptor gamma (Homo sapiens), P37231; PPARgamma-SRC-1 coactivator recruitment biochemical assay; activation, % at 8 µM; 200,000 compounds, 0.41% hits; in the data active = activation above about 19%;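 also: 0% = DMSO and 100% = reference agonist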
# Target sequence (P37231 whole entry, looked up): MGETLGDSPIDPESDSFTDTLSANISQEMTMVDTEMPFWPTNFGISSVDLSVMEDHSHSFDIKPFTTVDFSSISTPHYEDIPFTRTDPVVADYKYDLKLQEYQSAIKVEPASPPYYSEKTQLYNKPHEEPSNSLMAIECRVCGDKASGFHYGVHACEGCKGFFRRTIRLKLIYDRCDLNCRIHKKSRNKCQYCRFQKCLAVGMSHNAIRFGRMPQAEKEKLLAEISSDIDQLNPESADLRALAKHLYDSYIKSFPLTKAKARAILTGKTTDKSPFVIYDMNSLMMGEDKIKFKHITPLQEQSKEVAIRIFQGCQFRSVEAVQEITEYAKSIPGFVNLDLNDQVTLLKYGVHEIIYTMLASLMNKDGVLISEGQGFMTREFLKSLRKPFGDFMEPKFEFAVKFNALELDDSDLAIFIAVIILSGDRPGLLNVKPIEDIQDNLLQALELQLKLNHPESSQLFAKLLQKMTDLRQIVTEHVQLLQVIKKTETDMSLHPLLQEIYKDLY
# TR-FRET SRC-2 ct: TR-FRET signal artefacts, primary screen, artefact control for PPARgamma SRC-2 agonist project, biochemical; TR-FRET artefact counter-screen; hits give high values; 200,000 compounds, 0.4% hits; TR-FRET ratio at 8 µM; in the data active = TR-FRET ratio above about 2000; also: inactives centre near 1500
# PPARg SRC2 recr: agonists of PPARg-SRC-2 recruitment, primary screen, biochemical, HTS; Peroxisome proliferator-activated receptor gamma (Homo sapiens), P37231; PPARgamma LBD-SRC-2 recruitment; activation, % at 8 µM; 200,000 compounds, 0.34% hits; AID 1032, 2008; in the data active = activation above about 22%;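 also: 0% = vehicle and 100% = reference agonist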
# TNAP inh hi DEA: human TNAP enzyme inhibitors, primary screen, biochemical, luminescent, high phosphate acceptor level, uHTS; purified TNAP, CDP-star luminescence, 1 M DEA; AID 1135, 2008; 200,000 compounds, 0.03% hits; inhibition, % at 20 µM; Alkaline phosphatase, tissue-nonspecific isozyme (Homo sapiens), P05186;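 active = over 50% inhibition of tissue-nonspecific alkaline phosphatase at 20 µM in the single-dose screen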;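 also: plate controls were DMSO wells for no effect and EDTA-quenched wells as full inhibition for full effect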
# Target sequence (P05186 whole entry, looked up): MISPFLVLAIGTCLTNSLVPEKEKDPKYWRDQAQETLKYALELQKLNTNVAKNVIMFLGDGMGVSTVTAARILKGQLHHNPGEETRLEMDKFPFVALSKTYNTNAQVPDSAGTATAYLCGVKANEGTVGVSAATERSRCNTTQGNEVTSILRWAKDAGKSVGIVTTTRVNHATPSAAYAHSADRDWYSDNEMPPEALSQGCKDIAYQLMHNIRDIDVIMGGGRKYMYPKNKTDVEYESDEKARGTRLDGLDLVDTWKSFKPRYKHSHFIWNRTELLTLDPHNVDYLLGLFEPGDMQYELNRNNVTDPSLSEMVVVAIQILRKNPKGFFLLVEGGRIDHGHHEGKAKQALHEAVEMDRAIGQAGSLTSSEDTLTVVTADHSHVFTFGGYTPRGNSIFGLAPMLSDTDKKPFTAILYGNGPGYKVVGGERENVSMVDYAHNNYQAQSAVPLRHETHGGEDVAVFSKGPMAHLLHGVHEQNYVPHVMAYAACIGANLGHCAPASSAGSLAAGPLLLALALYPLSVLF
# TNAP inh no acc: human TNAP enzyme inhibitors, primary screen, biochemical, luminescent, no phosphate acceptor, uHTS; 200,000 compounds, 0.26% hits; Alkaline phosphatase, tissue-nonspecific isozyme (Homo sapiens), P05186; inhibition, % at 20 µM; AID 1012, 2008; purified TNAP, CDP-star luminescence, 30 min;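 active = tissue-nonspecific alkaline phosphatase inhibition above about 50% at 20 µM in the single-dose screen, limit read from the data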;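 also: 0% = DMSO negative control and 100% = EDTA positive control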
# PPARg SRC3 recr: PPARgamma agonists recruiting SRC-3 coactivator, primary screen, biochemical; Peroxisome proliferator-activated receptor gamma (Homo sapiens), P37231; biochemical PPARgamma/SRC-3 coactivator recruitment assay; activation, % at 8 µM; 200,000 compounds, 0.26% hits; AID 731, 2007; in the data active = activation above about 23%;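 also: 0% = DMSO and 100% = reference agonist; some compounds past the cut are filed as inactive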
# Efa HMGR inh: inhibitors of E. faecalis class II HMGR, primary screen, biochemical, Enterococcus faecalis. HMG-CoA reductase (Enterococcus faecalis, mvaE). purified E. faecalis HMGR, NADPH absorbance 340 nm kinetic. inhibition, % at 10 µM. 190,000 compounds, 0.41% hits. AID 1066, 2008;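 active = inhibition above a set limit, the median over all tested compounds plus 3 SD, cut at about 9.5% in these data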;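 also: enzyme runs in reverse so mevalonate oxidation gives rising NADPH absorbance; 0% = complete reaction with DMSO and 100% = background rate lacking mevalonate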
# bIAP activator: bovine intestinal alkaline phosphatase activators, primary screen, biochemical, bovine IAP, CDP-star luminescence | AID 1016, 2008 | purified bovine IAP, 30 min; hits give high values; fold of DMSO-control signal, blank-subtracted | activation factor at 20 µM | 200,000 compounds, 0.17% hits;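 active = activation factor of 2 or more at 20 µM, a signal rise over negative controls twice the positive control's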
# TNAP act hi DEA: TNAP activators at high phosphate acceptor level, primary screen, biochemical, luminescence, uHTS | Alkaline phosphatase, tissue-nonspecific isozyme (Homo sapiens), P05186 | purified TNAP, CDP-star luminescence, 1 M DEA, 30 min; hits give high values; 0 = EDTA background, 1 = DMSO-only activity | activation factor at 20 µM | 200,000 tested, under 10 active | AID 1136, 2008;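 active = activation factor at least 2 at 20 µM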
#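 Dosing: 20 µM single point. System: human TNAP. Amount: TNAP 1/800 final. Incubation: 30 min, room temperature. Read-out: TNAP activation factor scaled between EDTA and DMSO control wells. Signal: luminescence from CDP-star hydrolysis. Medium: 1 M DEA, pH 9.8, Mg2+, Zn2+. Control set: EDTA negative control, DMSO positive control.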
# bIAP inhibitor: bovine intestinal alkaline phosphatase inhibitors, primary screen, selectivity assay for TNAP inhibitor project, biochemical, bovine IAP, CDP-star luminescence; inhibition, % at 20 µM; purified bovine IAP, 30 min; alkaline phosphatase, intestinal [Bos taurus]; 190,000 tested, under 10 active;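 active = over 50% inhibition of intestinal alkaline phosphatase at 20 µM in the single-dose screen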
#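 test system = bovine IAP enzyme | medium = DEA buffer 100 mM, pH 9.8, with MgCl2 1.0 mM, ZnCl2 0.02 mM | detection = luminescence | dosing = single compound dose of 20 µM, 2% DMSO final | incubation = 30 min reaction at room temperature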
# * = called active by the depositor. This is a random part of the collection; overall some 1.6% were active at least once.
SMILES,PPARg SRC-1 ag,TR-FRET SRC-2 ct,PPARg SRC2 recr,TNAP inh hi DEA,TNAP inh no acc,PPARg SRC3 recr,Efa HMGR inh,bIAP activator,TNAP act hi DEA,bIAP inhibitor
COc1ccccc1NC(=S)NNC(=O)c1cc(C)n(C)n1,2.8,1569,2.0,-8.8,-76.6,6.8,-3.6,1.6,1.1,-62.3
CCOc1ccc(-c2nnc3ccc(SCC(=O)Nc4nc5ccc(C)cc5s4)nn23)cc1,4.2,1595,10.2,-1.4,-20.3,1.5,-2.4,0.9,1,11.9
CC(C)N1CCN(Cc2cccn2-c2nccs2)CC1CCO (centres undefined),5.6,1556,5.1,-11.0,-9.3,0.1,-0.2,1,1.1,2.8
O=C(Cn1ccc2ccccc2c1=O)Nc1ccc2c(c1)OCO2,2.6,1468,-1.9,-3.3,-6.7,0.3,-8.8,1,1,3.5
Cc1ccc(C)c(NC(=O)CSc2ccc(-c3ccco3)nn2)c1,7.4,1745,5.0,-1.2,-1.2,5.2,-3.3,0.7,1,28.1
Cc1ccc2cccc(S(=O)(=O)N3CCCc4ccccc43)c2n1,6.9,1507,-2.0,-2.9,-7.2,3.0,2.9,1,1,-3.1
CCCCN(C(=O)CSc1nnc(-c2ccccc2OC)n1C)c1c(N)n(Cc2ccccc2)c(=O)[nH]c1=O,3.0,1742,8.3,-7.0,-6.6,3.0,-1.6,1,1.1,2.6
CC1=C(C(=O)Nc2ccccc2)C(c2ccc(C)o2)n2ncnc2N1 (centres undefined),2.3,1408,-2.2,-0.5,9.3,-3.8,-3.6,0.9,1,9.5
CSc1ccccc1C(=O)Nc1nc2ccccc2c(=O)[nH]1,6.8,1585,11.7,-0.5,-2.0,-1.7,2.2,1,1,1.1
COC(=O)Cc1ccc(NC(=S)NCc2ccc(OC)cc2)cc1,-11.4,1560,-1.3,-6.3,-12.1,-1.7,3.1,0.8,1.1,16.4
COc1ccc(CC(=O)N2CC(=O)N(CCc3ccccc3)C(=O)C2)cc1,-2.9,1443,0.6,-5.1,-6.8,-14.3,-5.0,1,1.1,4.8
CCOc1ccc(C(=O)Nc2nc3ccccc3[nH]2)cc1OCC,12.5,1788,5.4,0.6,-45.8,6.7,4.2,1.3,1,-28.6
COc1cccc(Nc2nnc(SCC(=O)N(CC(C)C)CC(C)C)s2)c1,5.3,1495,8.1,-5.9,-6.0,10.9,-0.1,1,1.1,0.9
CCOC(=O)C1=C(C)NC(C)=C(C(=O)OCC)C1C(=O)OC1CCOC1=O (centres undefined),0.7,1688,5.7,-2.6,-9.5,-1.9,-2.4,1,1,1.6
COc1ccc2ccccc2c1CNC(=O)CC1C(=O)NCCN1CC(C)C (centres undefined),6.4,1482,0.0,-4.9,-12.1,-1.6,-0.6,1,1,-3.6
CCN(Cc1ccncc1)S(=O)(=O)c1ccc(C(C)=O)cc1,5.6,1646,0.4,-5.1,1.5,-0.5,-0.1,1,1.1,0.8
O=S(=O)(Cc1ccccc1)N1CCCCCC1,2.5,1460,7.0,0.2,-7.7,1.0,-1.2,1,1,-1.0
COc1cc(=O)n(C)c2cc(N(C)C)ccc12,4.8,1503,-4.6,6.0,-3.3,-1.0,1.6,0.9,0.9,12.3
COc1cccc(C(=O)N(Cc2cc3cc(C)ccc3[nH]c2=O)C(C)C)c1,-3.7,1386,-2.8,3.2,-1.6,-3.7,5.1,1.1,1,-5.7
COc1ccc(C2CC(=O)c3c(C)nc(N4CCN(c5ccccc5)CC4)nc3C2)cc1 (centres undefined),5.8,1531,4.2,-3.2,3.9,0.0,-0.3,1,1,2.6
CCOC(=O)C(C(=O)Nc1cccc(C)n1)C1CCCCC1 (centres undefined),8.4,1686,8.1,-8.8,-14.1,-0.7,-11.6,1,1.1,3.7
CC(Sc1nc2c(c(=O)n(C)c(=O)n2C)n1Cc1cc2c(cc1Cl)OCO2)C(=O)O (centres undefined),5.7,1597,1.4,-6.0,-5.9,17.1,5.5,1.1,1.1,-10.2
COn1c(-c2ccccc2)nc2c1CCc1nonc1-2,5.9,1703,1.4,-5.7,-10.0,5.0,-3.9,0.9,1.1,14.9
COc1cccc(C(=O)Oc2c(CN3CCOCC3)cc(Cl)c3cccnc23)c1,0.8,1359,-3.5,-7.3,-13.9,-4.3,0.3,1.4,1.1,-36.4
Cc1ccc(S(=O)(=O)c2nc(C)oc2N2CCOCC2)cc1,-0.7,1557,1.1,-4.0,-6.5,-0.4,-4.0,1,1,-4.5
CNC(=O)N(O)C1N(c2ccccc2)C(=S)SC1(C)C (centres undefined),5.9,1566,4.3,-0.4,-26.5,0.0,-3.3,1,1,-0.9
O=C(Cn1nnc(-c2ccccc2Cl)n1)N/N=C/c1ccc(-c2cccc(Cl)c2)o1,-0.9,1739,11.3,-2.7,1.8,3.7,-2.8,1,1,1.2
COc1ccc(CONc2ncnc3nonc23)cc1[N+](=O)[O-],9.2,1627,-1.7,5.4,-4.6,4.6,-11.0,0.9,0.9,7.1
CC1CC2(CCCCC2)Nc2c1ccc1ccccc21 (centres undefined),-2.0,1534,-4.8,-3.2,-9.1,-10.1,-0.1,0.9,1,9.8
COc1cccc(NC(=O)CCC(=O)Nc2cccc(OC)c2)c1,-3.1,1680,-9.1,8.2,2.9,2.9,0.5,0.9,0.9,5.3
COc1ccc2[nH]c(O)c(N=NC(=N)N)c2c1,6.3,1662,6.5,1.2,18.2,12.0,-3.1,0.9,1,8.3
CCc1c(C)sc(NC(=O)c2ccc(Br)o2)c1C(=O)OC,-2.3,1379,-0.6,0.1,-1.1,3.8,-0.6,0.8,1,15.1
COCCn1c(SCC(=O)Nc2ncc(Cl)c(C)c2Cl)nc2ccccc21,-3.0,1772,3.9,-7.6,-4.9,1.0,4.3,1,1.1,2.9
CCOc1ccc(C(=O)NCC(=O)OCC(=O)Nc2ccc(C)c(S(=O)(=O)N(C)C)c2)cc1,4.1,1505,-2.1,-7.1,-3.3,-0.4,-5.4,0.9,1.1,6.3
CCOC(=O)N1CCN(C(=O)CCc2c(C)nc3nc(C)nn3c2C)CC1,1.0,1639,0.8,-3.9,-20.0,-5.1,-3.6,0.9,1,13.8
CCC1CCCCN1C(=O)CSc1nnc(-c2ccc(Cl)cc2)o1 (centres undefined),2.3,1630,4.9,-5.0,-11.5,-2.0,-1.3,0.9,1.1,13.4
O=C(CN1C(=O)c2ccccc2S1(=O)=O)NCc1cccnc1,3.0,1532,1.1,-7.3,-13.5,3.3,3.5,0.9,1.1,11.5
CC(C)c1ccc(CNCc2ccccc2)cc1,-5.2,1520,-3.6,-2.1,-8.7,-2.0,7.4,0.9,1,11.0
Cn1c(-c2ccccc2O)cc2ccccc21,-6.5,1498,2.4,-3.1,-8.2,9.0,-3.8,1,1,3.7
COCCCNC(=S)N(Cc1ccccc1)Cc1nc2ccccc2c(=O)[nH]1,6.7,1583,-4.5,-1.4,-7.1,2.4,-1.4,0.9,1,8.5
Cc1cc(OCC(=O)Nc2ccc(CN3CCCCC3)cc2)ccc1Cl,4.4,1715,-0.6,-2.5,-10.1,6.3,-0.8,1,1,-3.8
COc1ccc(NS(=O)(=O)c2cccc(N3CC(O)=C(c4ccccc4)C3=N)c2)cc1,8.1,1782,-0.8,-3.6,-12.0,3.5,0.8,1,1,3.9
COc1ccccc1NC(=S)N1C2CCC1CC(NC(=O)NC13CC4CC(CC(C4)C1)C3)C2 (centres undefined),4.8,1422,4.1,-6.7,-33.1,-4.4,0.2,1.6,1.1,-57.7
CCOC(=O)N1CCN(C(=O)CCn2nc(-c3ccc(Cl)cc3)ccc2=O)CC1,2.8,1573,-2.7,-5.2,-3.7,-7.5,0.6,1.1,1.1,-5.7
CC(C)c1ccccc1-n1cc[nH]c1=S,-2.3,1674,1.3,-2.3,-62.9,8.0,-9.2,1.2,1,-18.2
O=C(C1=C[C@H](c2ccccc2)C[C@H](OCc2ccc(CO)cc2)O1)N1CCN(Cc2ccc3c(c2)OCO3)CC1,8.0,1497,2.6,-5.7,-9.3,3.8,-0.6,1.2,1.1,-17.2
Cc1ccccc1S(=O)(=O)Nc1cccnc1,-4.3,1367,0.2,-2.6,-7.8,6.5,0.4,0.9,1,11.2
COc1ccc(C2CC(=O)N(CC(=O)NCC3CCCO3)c3ccccc3S2)cc1 (centres undefined),3.5,1602,4.7,1.0,-7.1,-0.7,-0.2,1,1,-4.3
CCN(CC(=O)NCc1ccc(F)cc1)Cc1nc2cc(Cl)ccc2c(=O)[nH]1,-1.7,1611,9.8,-4.4,-1.3,0.1,2.6,1.8,1,-79.5
COc1cc(OC)cc(C(=O)N[C@H](C(=O)OCC(=O)Nc2ccc(C)cc2C)C(C)C)c1,1.2,1548,6.4,-4.8,-9.2,6.6,-4.3,1.1,1,-6.9
COc1ccc(S(=O)(=O)Nc2nc3c(s2)CCCC3)cc1,4.4,1500,7.2,2.7,-3.6,-2.1,5.0,1.2,1,-15.3
Cn1c(/C(C#N)=C(\O)CN2CCN(Cc3ccccc3)CC2)nc2ccccc21,6.7,1425,-1.2,-7.7,-4.1,4.2,-0.4,1.4,1.1,-37.2
COc1ccccc1N(CC(=O)NCC1CCCO1)C(=O)CNS(=O)(=O)c1ccc(C)cc1 (centres undefined),8.6,1510,-1.9,-7.9,-14.8,8.2,-1.4,1,1.1,-1.9

# Bioassay records as filed in PubChem BioAssay.
